esBAF inh: SWI/SNF esBAF complex inhibition. mouse ES cells, Bmi1-luciferase knock-in reporter, 24 h; 100% = twice the neutral-well signal. reporter increase, % at 12.5 µM. 350,000 tested, 2% active. AID 602393; in the data active = activation above about 40%;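 also: 0% = median of the plate's neutral control wells and 100% = double that signal; a rise in the Bmi1 reporter signal indicates esBAF inhibition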
Cneo AK release: Cryptococcus neoformans lysis via adenylate kinase release; C. neoformans lysis, adenylate kinase release luminescence, 4 h; normalised: neutral wells 0, clomiphene wells 100; lysis activity, % at 15 µM; 360,000 tested, 0.2% active;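 active = mean lysis activity across replicates of at least 80%, whatever share of replicates individually reach that level; inactive = mean lysis activity below 80%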
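Material: C. neoformans cells | Amount: Yeast cell density of 5 × 10^6 cells/mL | Medium: Fresh YPD growth medium | Dosing: Single dose | Times: Static 4 h at 37 °C with compound, 1 h detection | Detection: AK luminescence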
miR122 inh: blocks miR-122 activity in Huh7 sensor cells; Huh7 miR-122 Renilla luciferase sensor, 48 h; neutral wells = 0, positive control = 100; activation (reporter increase), % at 12.5 µM; 340,000 tested, 0.3% active; AID 602342;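 active = mean replicate activation score at least 90 and every replicate individually at or above 90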;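 also: higher luciferase means less miR-122 activity so hits act as miR-122 inhibitors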
ERp5 block: blocks human ERp5 reductase activity on insulin. inhibition, % at 9.99 µM. 350,000 tested, 0.05% active. ERp5 insulin aggregation, absorbance 650 nm, 90 min. AID 651711;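 active = mean replicate inhibition above about 25%, with every replicate also reaching it, limit read from the data, passing the limit was not always enough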
Target sequence (Q15084 whole entry, looked up): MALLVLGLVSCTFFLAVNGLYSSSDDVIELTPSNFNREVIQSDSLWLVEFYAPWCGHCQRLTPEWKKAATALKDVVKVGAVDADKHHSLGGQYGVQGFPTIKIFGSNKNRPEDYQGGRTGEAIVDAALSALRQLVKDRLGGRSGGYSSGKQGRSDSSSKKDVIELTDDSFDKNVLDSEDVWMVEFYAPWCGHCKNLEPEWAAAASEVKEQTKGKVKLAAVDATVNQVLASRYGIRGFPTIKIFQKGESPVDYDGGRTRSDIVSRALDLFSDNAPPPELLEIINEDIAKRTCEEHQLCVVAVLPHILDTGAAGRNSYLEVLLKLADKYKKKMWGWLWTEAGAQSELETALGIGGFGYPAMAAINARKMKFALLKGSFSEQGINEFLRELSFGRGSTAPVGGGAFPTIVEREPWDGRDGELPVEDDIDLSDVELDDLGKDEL
SIRT5 inh: inhibitors of human sirtuin-5 desuccinylase; Q9NXA8; Purified SirT5, succinyl-peptide AMC, trypsin-coupled fluorescence; inhibition, % at 15 µM; 330,000 tested, 1.1% active; AID 652115; in the data active = inhibition above about 15%
Target sequence (Q9NXA8 whole entry, looked up): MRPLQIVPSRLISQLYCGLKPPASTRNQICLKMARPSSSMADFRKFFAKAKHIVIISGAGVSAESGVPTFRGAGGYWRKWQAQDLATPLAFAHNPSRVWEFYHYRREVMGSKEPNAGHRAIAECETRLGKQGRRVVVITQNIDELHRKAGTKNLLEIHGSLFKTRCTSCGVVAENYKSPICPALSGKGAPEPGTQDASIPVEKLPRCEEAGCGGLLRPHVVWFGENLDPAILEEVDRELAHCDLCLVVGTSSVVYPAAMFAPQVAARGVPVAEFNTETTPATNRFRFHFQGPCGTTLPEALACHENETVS
ARNT-TACC3 inh: disrupts binding between human ARNT and TACC3; AID 623870; Q9Y6A5; 390,000 tested, 0.66% active; AlphaScreen His-ARNT PAS-B/GST-TACC3 binding, luminescence; TACC3 fragment carries E629A point mutation; inhibition, % at 9.99 µM;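 active = mean inhibition of replicates at least 50% and at least half of replicates each reaching 50%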;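 also: 0% = complete ARNT plus TACC3 wells and 100% = ARNT alone without TACC3; many hits fall short of the cut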
C2C12 statin: suppression of simvastatin myotoxicity; 330,000 tested, 0.78% active; rescue of ATP level, % at 7.49 µM; C2C12 myotubes + simvastatin, ATP luminescence, 48 h; scaled: DMSO 0, geranylgeraniol control 100;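 active = mean ATP rescue above about 67%, or every replicate alone reaching that limit, limit read from the data, passing the limit was not always enough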;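 also: myotubes were challenged with 10 µM simvastatin during compound exposure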
The depositor's hits bear a star; [ ] = remark or other dose. Hits appear at their usual frequency; any-hit rate near 4%.

CC(=O)N1CCC(N(CCN2CCOCC2)C(=S)Nc2cc(C)cc(C)c2)CC1 was read as esBAF inh 2.8, Cneo AK release 3.6, miR122 inh -3.2, ERp5 block -6.7, SIRT5 inh 2.4, ARNT-TACC3 inh -0.1 and C2C12 statin -1.4.
`COc1ccc(OCC(=O)N2CCCC(CO)(CCOc3ccccc3)C2)cc1` (configuration not stated) gave esBAF inh -0.3, Cneo AK release -0.8, miR122 inh 3.7, ERp5 block 7.8, SIRT5 inh -1.7, ARNT-TACC3 inh 4.4 and C2C12 statin 25.7.
O=S(=O)(NCCCN1CCOCC1)c1ccc2c(c1)OCCO2 was read as esBAF inh -3.3, miR122 inh -3.4, ERp5 block 9.9, SIRT5 inh -4.3, ARNT-TACC3 inh 0.8 and C2C12 statin 4.2.
For CO[C@@H]1CN(C)C(=O)c2ccc(NC(=O)c3cc(C)on3)cc2OC[C@H](C)NC[C@H]1C the results were esBAF inh -1.3, Cneo AK release -5.7, miR122 inh -2.7[16.7 µM], ERp5 block 1.6, SIRT5 inh 0.3, ARNT-TACC3 inh -6.6 and C2C12 statin 6.2.
`CC(Oc1ccc(Cl)cc1)c1ccnn1S(=O)(=O)c1ccc(Cl)cc1` (configuration not stated) gave esBAF inh 2.4, Cneo AK release -0.2, miR122 inh 110.8* and ARNT-TACC3 inh 0.0.
Screening O=C(CCn1c(=O)oc2ccccc21)NCc1ccco1 returned esBAF inh -5.5, Cneo AK release 0.1, miR122 inh -4.4, ERp5 block -3.1, SIRT5 inh -0.2, ARNT-TACC3 inh 1.7 and C2C12 statin -6.9.
Cc1ccc2nc(-c3ccc(NC(=O)C(C)N4C(=O)c5ccccc5C4=O)cc3)sc2c1 (configuration not stated) was read as Cneo AK release -4.2, miR122 inh -2.8 and ARNT-TACC3 inh -2.0.
For O=C1CCCCCC1C1(O)C(=O)Nc2ccc(Br)cc21 (configuration not stated) the results were esBAF inh -9.7, Cneo AK release 3.7, miR122 inh 1.9, ARNT-TACC3 inh -8.9 and C2C12 statin 4.2.
For COc1ccc(C2(CNC(=O)c3ccccc3)CCOCC2)cc1 the results were Cneo AK release -0.1, miR122 inh -0.3, ERp5 block 5.4 and SIRT5 inh -0.5.
Screening COc1ccc(-c2c(C#N)c(N)n(N)c(=O)c2C#N)cc1Cl returned ERp5 block -0.1, SIRT5 inh -1.9 and ARNT-TACC3 inh -7.3.
`COCCN(Cc1ccccc1)C(=O)C1CCN(S(=O)(=O)c2ccc(OC)c(OC)c2)CC1` gave esBAF inh 5.0, Cneo AK release 2.0, miR122 inh -1.5, ERp5 block 0.8, SIRT5 inh -5.6, ARNT-TACC3 inh -1.9 and C2C12 statin 4.0.
`CCOc1cccc(CNCCO)c1OCc1ccc(Cl)cc1Cl` gave ERp5 block 7.2, SIRT5 inh -1.7 and ARNT-TACC3 inh -27.9.
Screening Cc1ccccc1-c1nc(CN2CCCC2c2ccc(F)cc2)c(C)o1 (configuration not stated) returned esBAF inh 6.5, Cneo AK release 0.2, miR122 inh -0.3, ERp5 block 3.8, SIRT5 inh -4.5, ARNT-TACC3 inh -1.0 and C2C12 statin 3.1.
For CCOC(=O)C1=C(CS(=O)(=O)c2ccc(F)c(C)c2)NC(=O)NC1c1ccc(O)c(O)c1 (configuration not stated) the results were esBAF inh 1.9, Cneo AK release -2.2, miR122 inh 4.0, ERp5 block 5.9, SIRT5 inh -4.2, ARNT-TACC3 inh 2.0 and C2C12 statin -1.3.
For O=C(CSc1nc2cc(Cl)ccc2s1)NCc1ccc2c(c1)OCO2 the results were Cneo AK release -0.8, miR122 inh -4.6 and ARNT-TACC3 inh -3.7.
For CCCCCCOC(=O)c1ccc(N)cc1 the results were Cneo AK release -5.3, ERp5 block 0.1, SIRT5 inh -2.6 and ARNT-TACC3 inh -4.7.
For Cc1nc(-c2cccnc2)sc1C(=O)Nc1ccc(F)cc1F the results were esBAF inh -7.9, Cneo AK release 2.2, miR122 inh -6.1, ARNT-TACC3 inh 1.1 and C2C12 statin -7.9.
`Cc1onc(-c2c(Cl)cccc2Cl)c1NC(=O)N1CCSCC1` gave esBAF inh 0.9, Cneo AK release -0.7, miR122 inh -12.0, ERp5 block 3.1, SIRT5 inh 1.6, ARNT-TACC3 inh -0.1 and C2C12 statin 3.9.
`OCCC#Cc1ccc(CN2CCN(C3CCCCC3)C(CCO)C2)cc1` (configuration not stated) gave ERp5 block -67.0, SIRT5 inh -1.5 and ARNT-TACC3 inh -3.7.
COc1ccc(S(=O)(=O)Nc2ccc3c(c2)C(=O)N([C@@H](C)CO)C[C@H](C)[C@H](CN(C)C(=O)Nc2c(C)noc2C)OCCCC[C@@H](C)O3)cc1 was read as esBAF inh 1.1, Cneo AK release 1.7, miR122 inh 11.2[16.7 µM], ERp5 block 0.0, SIRT5 inh 11.9, ARNT-TACC3 inh 2.8 and C2C12 statin 51.4.
For CN1C(=O)c2cc(NC(=O)Cc3cccs3)ccc2OC[C@@H]2O[C@H](CC(=O)N[C@H]3CCN(Cc4ccccc4)C3)CC[C@H]21 the results were esBAF inh -1.7, Cneo AK release 1.2, ERp5 block -0.2, SIRT5 inh 2.1, ARNT-TACC3 inh 1.9 and C2C12 statin -7.4.
Screening N#Cc1ccc(-c2ccc3c(c2)[C@H]2[C@H](CCN2C(=O)c2ccncc2)[C@H](CO)N3)cc1 returned esBAF inh -1.9, Cneo AK release 4.1, miR122 inh -18.7[16.7 µM], ARNT-TACC3 inh -5.7 and C2C12 statin -31.8.
CCNC(=O)C[C@H]1CC[C@H]2[C@H](COc3ccc(NC(=O)c4cscn4)cc3C(=O)N2C)O1 was read as esBAF inh -2.4, Cneo AK release 2.9, miR122 inh 4.7[16.7 µM], ERp5 block -0.2, SIRT5 inh 0.5, ARNT-TACC3 inh 3.5 and C2C12 statin -17.2.
`O=C(NCc1cccs1)c1ccc2sc(C3=C[C@@H](O)[C@@H](O)[C@@H](CO)O3)nc2c1` gave esBAF inh -3.4, Cneo AK release 0.0, miR122 inh -0.4, ERp5 block 0.9, SIRT5 inh 4.1 and C2C12 statin 1.1.

Taken from the entries so far (2 entries):
CCNC(=O)C[C@H]1CC[C@H]2[C@H](COc3ccc(NC(=O)c4cscn4)cc3C(=O)N2C)O1 was read as esBAF inh -2.4, Cneo AK release 2.9, miR122 inh 4.7[16.7 µM], ERp5 block -0.2, SIRT5 inh 0.5, ARNT-TACC3 inh 3.5 and C2C12 statin -17.2.
`O=C(NCc1cccs1)c1ccc2sc(C3=C[C@@H](O)[C@@H](O)[C@@H](CO)O3)nc2c1` gave esBAF inh -3.4, Cneo AK release 0.0, miR122 inh -0.4, ERp5 block 0.9, SIRT5 inh 4.1 and C2C12 statin 1.1.

(continued)
For NCCC(=O)NC[C@H]1O[C@@H](n2cnc3c(N)ncnc32)[C@H](O)[C@@H]1O the results were esBAF inh -4.3, Cneo AK release -2.9, miR122 inh -5.4, ERp5 block 0.9, SIRT5 inh 0.2, ARNT-TACC3 inh 3.9 and C2C12 statin 2.8.
NC1=NC(=O)C2(COC(c3ccncc3)OC2)S1 (configuration not stated) was read as ERp5 block -10.6, SIRT5 inh -4.9 and ARNT-TACC3 inh 1.7.
Cc1ccc(/C=C2\SC(=S)N(NS(=O)(=O)c3ccc(C)cc3)C2=O)cc1 was read as esBAF inh 1.7, Cneo AK release 120.6*, miR122 inh -4.1, ERp5 block -0.2, SIRT5 inh 6.0, ARNT-TACC3 inh -4.9 and C2C12 statin 25.0.
For Cc1sc(NC(=O)Cn2cnnn2)nc1-c1ccc(Cl)cc1 the results were ERp5 block 4.1, SIRT5 inh -2.8 and ARNT-TACC3 inh -1.1.
For Cn1ccnc1Sc1nnnn1-c1ccccc1 the results were esBAF inh -9.3, Cneo AK release -2.4, miR122 inh -1.6, ARNT-TACC3 inh 1.6 and C2C12 statin -10.4.
CCCC(=O)Nc1ccc2c(c1)C(=O)N(C)C[C@H](OC)[C@@H](C)CN(C(=O)CN(C)C)[C@H](C)CO2 was read as esBAF inh 2.7, Cneo AK release -2.9, miR122 inh -2.7[16.7 µM], ERp5 block -2.9, SIRT5 inh -8.9, ARNT-TACC3 inh -1.4 and C2C12 statin -2.0.
`Cc1ccn2cc(-c3cccc(NC(=O)CCC(=O)O)c3)nc2c1` gave esBAF inh -14.0, Cneo AK release -9.7, ERp5 block -0.7, SIRT5 inh -7.6, ARNT-TACC3 inh -5.3 and C2C12 statin 4.9.
For CCCc1cc(C(=O)OC)c(NC(=O)CCCC(=O)O)s1 the results were miR122 inh -3.4, ERp5 block -9.4, SIRT5 inh -2.3 and ARNT-TACC3 inh 0.6.
`C[C@H]1CN([C@@H](C)CO)C(=O)c2cc(NC(=O)Nc3ccccc3)ccc2O[C@@H]1CN(C)Cc1ccccc1` gave esBAF inh -3.6, miR122 inh 6.4[16.7 µM] and C2C12 statin -22.6.
For Nc1nnc(-c2ccc([N+](=O)[O-])o2)s1 the results were esBAF inh -9.6, Cneo AK release 4.9, miR122 inh -1.8, ERp5 block -11.4, ARNT-TACC3 inh -21.8 and C2C12 statin -0.4.
Screening CCCCNC(=O)CN1C(=O)COc2ccc(S(=O)(=O)N3CCCCCC3)cc21 returned esBAF inh 0.8, Cneo AK release -1.4, miR122 inh -1.9, ERp5 block -0.4, SIRT5 inh -3.1, ARNT-TACC3 inh 4.4 and C2C12 statin 1.2.
`NC(=O)C1CCCN1S(=O)(=O)c1ccc2ccccc2c1` (configuration not stated) gave esBAF inh -6.6, Cneo AK release 12.4, ERp5 block -1.2, SIRT5 inh 0.1 and C2C12 statin -5.6.
Screening COc1ccc(NC(=O)N(C)C[C@H]2Oc3c(NS(C)(=O)=O)cccc3C(=O)N([C@@H](C)CO)C[C@@H]2C)cc1 returned esBAF inh 2.4, Cneo AK release -4.6, miR122 inh -2.8[16.7 µM], ERp5 block -1.4, SIRT5 inh 8.5 and ARNT-TACC3 inh -9.0.
Screening O=C(CC(Nc1ccccc1)c1ccccc1)C1CC1 (configuration not stated) returned ERp5 block 0.7, SIRT5 inh 7.0 and ARNT-TACC3 inh -1.3.
COc1ccc(C#Cc2ccc3c(c2)O[C@H](CN(C)C)[C@@H](C)CN([C@@H](C)CO)S3(=O)=O)cc1 was read as esBAF inh -4.3, Cneo AK release 2.9, miR122 inh 30.4[16.7 µM], ERp5 block -2.6, SIRT5 inh 3.2 and ARNT-TACC3 inh 6.0.
`Clc1ccc2nc(C3CCCCC3)c(Cc3ccccc3)n2c1` gave esBAF inh -0.5, Cneo AK release 1.0, miR122 inh -1.5, ERp5 block -1.7, SIRT5 inh 7.1 and C2C12 statin -5.8.
For Cc1c(C(=O)NCc2ccc3c(c2)OCO3)oc2ccc(Br)cc12 the results were esBAF inh -3.1, Cneo AK release 0.7, miR122 inh 15.4, ARNT-TACC3 inh -4.6 and C2C12 statin 6.3.
For COc1cccc(CN2CCNC(=O)C2CC(=O)NC2Cc3ccccc3C2)c1 (configuration not stated) the results were ERp5 block -4.0, SIRT5 inh -1.4 and ARNT-TACC3 inh 9.4.
`CC(C)NC(=O)N(C)C[C@@H]1Oc2ccc(NC(=O)Cn3cnnn3)cc2CC(=O)N([C@@H](C)CO)C[C@H]1C` gave esBAF inh -2.4, Cneo AK release 1.6, miR122 inh 4.9[16.7 µM], ERp5 block -4.8, SIRT5 inh -4.2, ARNT-TACC3 inh 1.3 and C2C12 statin -6.6.
`Cc1ccc(S(=O)(=O)N2CCCN(c3nc4cc(C)ccc4cc3C#N)CC2)cc1` gave esBAF inh -1.3, Cneo AK release -1.1, miR122 inh 28.6, ARNT-TACC3 inh -1.9 and C2C12 statin 2.2.
`CC(C)C(c1nnnn1Cc1ccco1)N1CCN(c2cccc(Cl)c2)CC1` (configuration not stated) gave esBAF inh -5.5, Cneo AK release -11.7, miR122 inh 6.8, ARNT-TACC3 inh 8.1 and C2C12 statin -4.3.
`C[C@@H]1CN([C@H](C)CO)S(=O)(=O)c2ccc(C#C[C@@H](C)O)cc2O[C@H]1CN(C)C` gave esBAF inh 0.0, Cneo AK release -0.4, miR122 inh 1.3[16.7 µM], ERp5 block 0.3, SIRT5 inh -2.2, ARNT-TACC3 inh -3.8 and C2C12 statin 27.5.
For CCN(CC)c1ncnc2c1ncn2[C@H]1CN(Cc2ccc3c(c2)OCO3)C[C@@H](CO)O1 the results were esBAF inh -0.8, Cneo AK release -0.3, miR122 inh -8.2, ERp5 block 17.3, SIRT5 inh -10.1 and C2C12 statin 4.2.

High-throughput results (PubChem)
